12-LOX inh: Primary qHTS assay for inhibitors of human arachidonate 12S-lipoxygenase (ALOX12): Round 2. 580,000 compounds, 1.1% hits. Potency, µM (top dose mostly 108 µM), without a hit: top-dose activity change, negative = inhibition, hits mostly inhibitors. purified 12hLO, xylenol orange hydroperoxide absorbance. AID 1671190, 2021. Polyunsaturated fatty acid lipoxygenase ALOX12 (Homo sapiens), P18054; active = well fitted inhibition curve with a large enough effect; inconclusive = small, poorly fitted or top-dose-only effect, or another doubt; inactive = no such curve, though single readings can be large or run the other way
Target sequence (P18054 whole entry, looked up): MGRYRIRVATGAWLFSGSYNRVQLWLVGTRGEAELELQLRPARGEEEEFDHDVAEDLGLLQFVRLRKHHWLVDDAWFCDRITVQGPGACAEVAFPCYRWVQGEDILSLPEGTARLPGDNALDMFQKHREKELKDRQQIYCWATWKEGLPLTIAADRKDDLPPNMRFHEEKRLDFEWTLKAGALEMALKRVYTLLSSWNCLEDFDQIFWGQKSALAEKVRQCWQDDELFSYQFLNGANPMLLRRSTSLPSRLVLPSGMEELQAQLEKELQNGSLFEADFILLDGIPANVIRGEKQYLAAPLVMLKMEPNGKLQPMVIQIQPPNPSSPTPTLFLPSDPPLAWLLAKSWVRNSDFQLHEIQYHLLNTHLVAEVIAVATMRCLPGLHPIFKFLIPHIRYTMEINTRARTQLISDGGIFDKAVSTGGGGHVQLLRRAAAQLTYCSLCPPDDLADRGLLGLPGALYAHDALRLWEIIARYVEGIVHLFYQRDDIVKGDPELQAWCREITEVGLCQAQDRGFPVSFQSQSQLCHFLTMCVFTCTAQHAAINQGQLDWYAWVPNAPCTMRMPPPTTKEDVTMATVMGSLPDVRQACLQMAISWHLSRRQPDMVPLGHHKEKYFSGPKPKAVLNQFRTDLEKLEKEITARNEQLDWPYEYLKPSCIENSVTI
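Purified human 12hLO (150 nM final) in 25 mM Hepes, 0.01% Triton X-100, pH 7.0 was preincubated 15 min at room temperature with compound. Then 40 uM arachidonic acid was added, 30 min. Hydroperoxide was read by Fe-XO absorbance ratio 573/405 nm.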
* = called active by the depositor; ? = inconclusive; [ ] = another dose, or the depositor's remark. % is scaled to controls: 0 for no effect and ±100 for the full control effect; potency is read from the fitted curve at half-maximal effect. A portion of the library; the hit share may differ from the screen's.

12-LOX inh	SMILES
16%	COc1ccc(OC)c(NC(=O)Cc2cnc(-n3cccc3)s2)c1
-28%	Cc1ccc(OCC(=O)N(C)CC(=O)Nc2c(C)cccc2C)c(Br)c1
?	Cc1nc(NC(=O)CCOc2ccc(Cl)cc2)sc1C
6%[176 µM]	O=C(Nc1ccccc1)c1cnc2n1CCN(Cc1ccc3[nH]ccc3c1)CC2
27%	COc1ccc(C(=O)N2CCCC2c2nc(CCOCC3CC3)no2)cc1 (stereo not drawn)
36%[activator]	O=C(Nc1cnc(-c2ccc(Cl)cc2)nc1)c1ccccc1F
11%	Fc1ccc(CNc2ccn3nc(-c4ccccc4)cc3n2)cc1
-2%	CCOc1ccc2nc(NC(=O)c3cccc(N4C(=O)CCC4=O)c3)sc2c1
11%	CCCNC(=O)N1CCC2(CC1)C(=O)N(C)c1ccccc12
?	CC1(c2noc(-c3ccccc3)n2)CCN(C(=O)CCC(=O)N2CC(=O)Nc3ccccc32)CC1
-18%	CN1CCN(CCOc2ccc(C#N)cc2)CC1
?	CC(C)CNc1oc(/C=C/c2cccs2)nc1C#N
?	COc1cccc(N2C(=O)NC(=NC3CCCCC3)C23CCN(C(=O)OCc2ccccc2)C3)c1 (stereo not drawn)
9%	COc1cc(/C=C(/C#N)c2nc3ccccc3[nH]2)ccc1OC(C)C
4%	C=CCOc1ccccc1C1C2=C(CC(C)(C)CC2=O)OC2=C1C(=O)CC(C)(C)C2
?	O=C(c1cc(Cl)ccc1F)N1CCC(n2cc(-c3nc(C4CC4)no3)nn2)C1 (stereo not drawn)
6%	Cc1c(-c2cc(C(=O)N3CCC(=O)N(CC4CC4)C(C(C)C)C3)no2)cnn1C (stereo not drawn)
-11%	O=C(C1CCCO1)N1CCN(Cc2coc(-c3ccc(F)cc3)n2)CC1 (stereo not drawn)
-10%	CC1(Cc2cc(Cl)ccc2C(F)(F)F)C(=O)Nc2c(Cl)cccc21 (stereo not drawn)
-9%	COc1ccc(C(=O)NCCn2ccn3nc(-c4cc(C)ccc4C)cc3c2=O)c(OC)c1
196%[activator]	CN1Cc2cccn2CC1CNC(=O)Nc1ccccc1 (stereo not drawn)
-15%	O=C(CCCN1C(=O)COc2ccc(C(=O)COc3cccc(Cl)c3)cc21)NCc1ccccc1
12%[176 µM]	CC(C)C(=O)N1CCC(Oc2cnc3c(ccn3-c3cncnc3)c2)CC1
69%[activator]	CSc1cccc(NC(=O)Cn2c(-c3cnccn3)nc(C)c(C)c2=O)c1
-14%[6.33 µM]	O=C(NCC(F)(F)F)c1cc(C2CC2)nc2onc(C3CCCN3)c12 (stereo not drawn)
6%	COCCCNc1ncnc2sc(C(=O)N3CCCCC3)c(C)c12
13%[176 µM]	COCCn1c2c(c(=O)n1-c1ccccc1)CCN(C(=O)Cc1ccc3c(c1)OCO3)C2
3%	CC(NC(=O)c1ccc2nccn2c1)c1ccccc1-n1cccn1 (stereo not drawn)
-20%	CCc1ccc(C(=O)COC(=O)C(NC(=O)c2ccccc2C)C(C)C)cc1 (stereo not drawn)
?	COc1ccccc1-c1cc(NC(C)=O)c2ncc(-c3ccc(S(C)(=O)=O)cc3)n2c1
3%	O=C(Nc1ccc(Br)cc1)C(c1ccccc1)C1CCCC1 (stereo not drawn)
-28%	COc1ccccc1C(=O)N1CCC(n2cc(-c3nc(-c4ccccc4)no3)nn2)C1 (stereo not drawn)
?	N#Cc1nc(COc2ccc(Cl)cc2)oc1NCc1ccc(F)cc1
30%	COC(=O)[C@H](CC1CCCCC1)NC(=O)[C@@H]1C[C@@H](NC(=O)Nc2cccc(F)c2)CCN1C(=O)CCC(=O)O
20%	COc1cccc(CN2C(=O)OC3(CCN(C(=O)C4CCOCC4)CC3)C2(C)c2cccnc2)c1 (stereo not drawn)
65%[activator][176 µM]	CC1=C[C@@H](CN(C)C)[C@H](C(C)C)C[C@H]1Cc1nc2ncc(Cl)cc2[nH]1
?	NC(=O)c1ccc(-c2nnn(CC(=O)N3CCCC3c3ccc4c(c3)OCCO4)n2)cc1 (stereo not drawn)
1%	O=C(c1nccc2ccccc12)N1CCC(n2cc(-c3nc(C4CC4)no3)nn2)C1 (stereo not drawn)
-29%	CCCc1nc2c(-c3ccccc3)c(C)[nH]n2c(=O)c1Cl
5%[6.33 µM]	CC(=O)N1CCC2(CC1)CN(C(C)=O)Cc1ccccc1O2

2 entries from above, as labelled records.
NC(=O)c1ccc(-c2nnn(CC(=O)N3CCCC3c3ccc4c(c3)OCCO4)n2)cc1 (stereo not drawn)
- 12-LOX inh = ?

O=C(c1nccc2ccccc12)N1CCC(n2cc(-c3nc(C4CC4)no3)nn2)C1 (stereo not drawn)
- 12-LOX inh = 1%

Continued:
12-LOX inh	SMILES
7%	CC(=O)Nc1ccc(CN(C)c2c(C)nc3ccc(C(=O)NCCc4ccccn4)cn23)cc1
-2%[176 µM]	COC[C@H]1C[C@@H](NS(=O)(=O)CC(C)C)[C@H](O)[C@@H]1O
4%	COC(=O)c1ccccc1OC(=O)COc1c(C)cc(Br)cc1C
-14%	CCOC(=O)C1=C(C(F)(F)F)Nc2ncnn2C1c1ccc(F)cc1 (stereo not drawn)
?	N#C/C(=C\c1ccc(-c2cccc(C(F)(F)F)c2)o1)c1nc2ccccc2[nH]1
32%[activator]	Cc1ccc2cc(C(=O)N(C)C3CCS(=O)(=O)C3)c(C)nc2c1 (stereo not drawn)
-8%	O=C(CC1=C2CCCCC2NC1=O)Nc1ccccc1F (stereo not drawn)
30%	CSCC(=O)NCCC[C@H](NC(=O)[C@@H]1[C@@H](NC(=O)NC2CCCCC2)CCN1C(=O)CSC)C(N)=O
-8%	COc1cc([C@H]2NC(=O)C[C@@H]2C(=O)O)ccc1OC(C)C
32%[activator]	CC1CCN(c2ccc(CNC(=O)C(C)C3CCOCC3)cc2)CC1 (stereo not drawn)
-16%	CCNC(=O)C1CCCN(C(=O)c2cnc3ccccc3n2)CC1 (stereo not drawn)
-18%	Cc1cc(C)n(Cc2c(C(=O)NCCc3ccccc3)noc2C)n1
-43%	CN(C)C1(CNC(=O)c2n[nH]c(=O)c3ccccc23)CCCCCC1
15%[176 µM]	CC(=O)Nc1ccc(CNC2(Cc3cc(CN4CCOCC4)on3)COC2)cc1
50%[activator]	COc1ccc(-c2noc(-c3nnn4c3COC(c3ccc(F)cc3)C4)n2)cc1F (stereo not drawn)
-3%	COC(=O)c1ccc(Oc2c(C)oc3cc(OC(=O)c4ccc(F)cc4)ccc3c2=O)cc1
-21%	COc1ccccc1-n1c(SCC(=O)N2CCCc3ccccc32)nc2c(c1=O)SCC2
45%	CCc1ccccc1NC(=O)Cn1c(=O)c(-c2noc(C)n2)c2n(c1=O)CCCC2
-4%	CO[C@H]1CN(C)C(=O)c2ccc(NS(=O)(=O)c3ccccc3F)cc2OC[C@H](C)NC[C@@H]1C
6%	CC1=C(c2ccccc2)[N+](=O)C(C)(c2ccc(Cl)cc2)N1[O-] (stereo not drawn)
?	CCc1ccc(CN(C)C(=O)c2cc(COc3cncc(Cl)c3)on2)cc1
?	COC(=O)c1cc(-c2cccc(Cl)c2)nc2onc(C)c12
-6%[176 µM]	O=C(Nc1ccc(F)cc1)c1ccc2c(c1)OCCN(c1ccccc1)C2
9%[176 µM]	Cc1ccc(NC(=O)N[C@H]2CCN3C(=O)[C@H]4CCCN4C(=O)[C@H]23)cc1
?	COc1cccc(C(=O)NCCn2ccn3nc(-c4ccc(C)c(C)c4)cc3c2=O)c1OC
15%	O=C(CCCC(=O)N1CCC(c2noc3ccc(F)cc23)CC1)N1CCSCC1
?	O=C(N[C@H]1C[C@H]2C(=O)NC[C@@H](CCC(=O)N3CCCC3)N2C1)c1cccs1
7%	Cc1ccccc1C(=O)N(C)[C@H]1C[C@H]2c3[nH]c4ccccc4c3CCN2C(=O)[C@H]1[C@H](C)O
-71%	COC(=O)CSc1cc(C(C)(C)C)c(O)c(C(C)(C)C)c1
?	COc1cc(/C=C(\C#N)C(=O)Nc2ccccc2C(=O)O)cc(Cl)c1OC(C)C
-30%	CC(=O)N1CCN(C(C(=O)O)c2cn(CCC(=O)O)c3cc(Br)ccc23)CC1 (stereo not drawn)
13%	CCC(=O)Nc1c(S(=O)(=O)c2ccc(OC)cc2)c(C)c(C)n1C(C)C
2%	CN1CCc2c([nH]c3ccccc23)C12CCN(S(=O)(=O)c1cn(C)cn1)CC2
0%	CSc1nnnn1-c1cccc(NC(=O)c2ccccc2Br)c1
?	CCNc1c(NC(=O)Nc2cccc(Cl)c2C)c(=O)oc2ccccc12
-9%	C[C@@H]1CN([C@H](C)CO)C(=O)CCCn2nncc2CO[C@@H]1CN(C)S(=O)(=O)c1ccc2ccccc2c1
37%	COc1cc(OC)cc(-c2nnc(Cc3ccccc3Cl)o2)c1
42%[activator]	O=C(c1ccncc1)N1CCC2(CCCCO2)CC1
?	CCN(CC)C(=O)c1ccc(-n2nc(C)c(-c3ccc(C)cc3)c2NC(C)=O)cc1
11%	COC(=O)c1ccc(NC2c3ccccc3C(=O)N2c2cccnc2)cc1 (stereo not drawn)
?	COc1cc(OC)c(NC(=O)N(C)CCc2noc(C(=O)NCc3ccccc3)n2)cc1Cl
-1%	O=C(C1=C(c2ccccc2)S(=O)(=O)CCO1)N(Cc1ccccc1)c1ccccn1
-25%	O=C1CCSc2c1cccc2C(=O)NCC1CCN(Cc2ccc(Cl)cc2)CC1
73%[activator]	Cc1ccc(S(=O)(=O)NCCn2c(C)cnc2C2CCC2)cc1F
43%[activator]	CCn1ncc(CN2CCCCCNC(=O)[C@@H]3CCC[C@@H]32)c1C
-1%	CCCCOc1ccc(S(=O)(=O)NC(=O)C2(C)CCN2C(=O)c2cccc(F)c2)cc1 (stereo not drawn)
52%	CCOc1ccccc1NC(=O)CCc1nc(-c2ccc(C)n(CC)c2=O)no1
63%[activator]	COc1ccc(C(=O)N2CCCN(c3cc(-c4ccc(F)cc4)[nH]n3)CC2)cc1
-16%	CCCOc1ccccc1NC(=O)Cc1c[nH]c2ccccc12
?	Cc1ccc(S(=O)(=O)Nc2cccn3nc(C4CCC4)nc23)cc1
-4%	COCCCN1C(=O)C(CC(=O)NC2CC2)CC(C(=O)N2CCOCC2)=C1C (stereo not drawn)
-61%	CS(=O)(=O)Oc1ccc2c(c1)O/C(=C\c1ccncc1)C2=O
4%	CCOc1cc(=O)n2c(c1C(=O)N1CCOCC1)CCCCC2
1%	CCn1cc(C(=O)N2CCCCCCNC(=O)CC2)cn1
-20%	COC(=O)c1ccc(CNC(=O)C(C)Cl)cc1 (stereo not drawn)
29%	COc1cc(-c2nc3c([nH]2)CCCNC3=O)ccc1O

Other entries:
12-LOX inh	SMILES
13%	COc1ccc(C(=O)NCc2nnc3ccc(-c4ccc(F)cc4)nn23)c(OC)n1
-8%	CC(C)(C)CC(=O)NCC(=O)O
3%	COc1ccccc1N1CCN(C(=O)c2ccc3noc(-c4ccccc4)c3c2)CC1
1%	CCCCn1c(=O)n(CC(=O)Nc2cccc(Cl)c2)c(=O)c2c1ncn2CCC(C)C
-13%	Cc1cc(=O)n(CC(=O)Nc2cc(Cl)ccc2C)c(N(C)Cc2ccccc2)n1
8%	CC1CCN(C(=O)CCc2nnc3ccc(NCc4ccc5c(c4)OCO5)nn23)CC1
13%	CC1(c2ccccc2)N(Cc2ccccc2F)C(=O)OC12CCN(Cc1cccc(C#N)c1)CC2 (stereo not drawn)
3%	CC1(C(=O)NCCc2c[nH]c3ccccc23)CCCCC(=O)N1 (stereo not drawn)
-6%	O=C(Nc1nnc([C@@H]2C[C@H](O)[C@@H](CO)O2)s1)Nc1ccccc1C(F)(F)F
54%[activator]	O=C1NCCCCCN(Cc2cccnc2)[C@@H]2CN(C(=O)c3ccoc3)CC[C@@H]12
?	COc1ccc(-c2nc3ccc(Cl)cn3c2Cc2ccccc2C(F)(F)F)cc1OC
?	O=C1[C@@H]2C[C@@H](CN2Cc2ccc3c(c2)OCO3)Oc2ccccc2N1CC1CC1
17%	CN1CCCN(C(=O)C2CCCO2)c2ccccc21 (stereo not drawn)

Among those listed so far, 12 contain an NH in an aromatic ring.
12-LOX inh	SMILES
6%[176 µM]	O=C(Nc1ccccc1)c1cnc2n1CCN(Cc1ccc3[nH]ccc3c1)CC2
9%	COc1cc(/C=C(/C#N)c2nc3ccccc3[nH]2)ccc1OC(C)C
65%[activator][176 µM]	CC1=C[C@@H](CN(C)C)[C@H](C(C)C)C[C@H]1Cc1nc2ncc(Cl)cc2[nH]1
-29%	CCCc1nc2c(-c3ccccc3)c(C)[nH]n2c(=O)c1Cl
?	N#C/C(=C\c1ccc(-c2cccc(C(F)(F)F)c2)o1)c1nc2ccccc2[nH]1
-43%	CN(C)C1(CNC(=O)c2n[nH]c(=O)c3ccccc23)CCCCCC1
7%	Cc1ccccc1C(=O)N(C)[C@H]1C[C@H]2c3[nH]c4ccccc4c3CCN2C(=O)[C@H]1[C@H](C)O
2%	CN1CCc2c([nH]c3ccccc23)C12CCN(S(=O)(=O)c1cn(C)cn1)CC2
63%[activator]	COc1ccc(C(=O)N2CCCN(c3cc(-c4ccc(F)cc4)[nH]n3)CC2)cc1
-16%	CCCOc1ccccc1NC(=O)Cc1c[nH]c2ccccc12
29%	COc1cc(-c2nc3c([nH]2)CCCNC3=O)ccc1O
3%	CC1(C(=O)NCCc2c[nH]c3ccccc23)CCCCC(=O)N1 (stereo not drawn)
